Screening results: PubChem BioAssay, several laboratories
HTRA1 inhibitor = HTRA1 serine protease inhibitors, primary screen, biochemical, fluorescence polarization, HTS; Q92743; recombinant HTRA1, FP-rhodamine activity-based probe; inhibition, % at 5.96 µM; hit rate 0.5% among 340,000; in the data active means inhibition above about 36%;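 further: 0% = enzyme with DMSO and 100% = wells lacking enzyme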
SIAE primary = human SIAE inhibitors, primary screen, biochemical, fluorescence polarization, FP-Rh probe, 1536-well HTS; Sialate O-acetylesterase (Homo sapiens), Q9HAT2; inhibition, % at 9.66 µM; SIAE FP-Rh probe binding; hit rate 0.69% among 370,000; AID 1053197, 2014;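 active means inhibition above a cutoff: mean of compounds within the control limits plus 3 SD of those, cut at about 17% in these data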;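 further: 0% = plate median of compound wells and 100% = probe without SIAE protein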
Target sequence (Q9HAT2 whole entry, looked up): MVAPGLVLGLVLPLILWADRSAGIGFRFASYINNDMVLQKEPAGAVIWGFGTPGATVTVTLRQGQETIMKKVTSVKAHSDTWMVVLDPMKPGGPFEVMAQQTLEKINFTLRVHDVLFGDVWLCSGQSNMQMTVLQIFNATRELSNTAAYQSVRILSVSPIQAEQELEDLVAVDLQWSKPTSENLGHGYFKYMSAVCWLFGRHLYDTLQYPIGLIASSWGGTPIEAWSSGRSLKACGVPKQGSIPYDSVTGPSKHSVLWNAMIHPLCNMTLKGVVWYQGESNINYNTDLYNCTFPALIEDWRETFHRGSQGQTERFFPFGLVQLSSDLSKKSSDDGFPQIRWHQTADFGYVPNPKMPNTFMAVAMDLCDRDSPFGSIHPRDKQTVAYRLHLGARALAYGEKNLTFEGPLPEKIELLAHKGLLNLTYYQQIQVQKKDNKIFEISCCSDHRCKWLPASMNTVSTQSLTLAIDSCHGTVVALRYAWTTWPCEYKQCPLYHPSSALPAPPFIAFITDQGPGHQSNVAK
UHRF1 binding = UHRF1 methylated DNA binding inhibitors, primary screen, counter-screen for MBD2 inhibitor project, biochemical, TR-FRET, human UHRF1, single concentration; UHRF1 binding to methylated oligo; inhibition, % at 4.4 µM; hit rate 0.75% among 370,000; in the data active means inhibition above about 21%;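 further: UHRF1 SRA domain binding a hemimethylated CpG hairpin DNA probe; 0% = median of test compound wells and 100% = reference inhibitor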
MBD2 inh = inhibitors of MBD2 binding to methylated DNA, primary screen, biochemical, TR-FRET, DNA-binding domain, human; inhibition, % at 4.4 µM; MBD2 binding to methylated oligonucleotide; Methyl-CpG-binding domain protein 2 (Homo sapiens), Q9UBB5; hit rate 0.31% among 370,000; in the data active means inhibition above about 13%
GC-B act = human GC-B receptor activators, primary screen, HEK293 GC-B cells, cGMP TR-FRET, EC30 CNP | Atrial natriuretic peptide receptor 2 (Homo sapiens), P20594 | 0% at EC30 CNP, 100% saturating CNP | activation, % at 10 µM | hit rate 0.11% among 370,000;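 active means activation at 10 µM reaching about 35% in either raw or pattern-adjusted values, limit read from the data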
rCAG RNA binder = binders of r(CAG) RNA repeats, primary screen, biochemical, fluorescence; r(CAG) RNA repeat, TO-PRO-1 dye displacement fluorescence; inhibition, % at 3 µM; hit rate 1.3% among 370,000;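 active means inhibition above the plate cutoff, the mean of all test compounds on that plate plus 3 SD, cut at about 35% in these data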;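 further: 0% = DMSO alone and 100% = 100 µM mitoxantrone as full dye displacement; higher means more dye released from RNA so lower well fluorescence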
GC-A act = GC-A stimulated cGMP production enhancers – HEK293 GC-A cells, cGMP TR-FRET, EC30 ANP, primary screen | Atrial natriuretic peptide receptor 1 (Homo sapiens), P16066 | 0% at EC30 ANP, 100% saturating ANP | activation, % at 10 µM | hit rate 0.14% among 370,000; in the data active means activation above about 40%
PRMT1 inh = PRMT1 methyltransferase inhibitors, primary screen, biochemical, fluorescence polarization; Protein arginine N-methyltransferase 1 (Homo sapiens), Q99873; inhibition, % at 2.79 µM; hit rate 1.3% among 370,000; recombinant PRMT1, activity-based probe fluorescence polarization; AID 652257, 2013;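 active means inhibition above about 21% made by adding two undisclosed values, limit read from the data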
ABHD4 inh = ABHD4 inhibitors, primary screen, biochemical, fluorescence polarization, mouse; hit rate 0.54% among 370,000; inhibition, % at 8.92 µM; (Lyso)-N-acylphosphatidylethanolamine lipase (Mus musculus), Q8VD66; AID 720543, 2013; purified mABHD4, FP-Rh probe fluorescence polarization;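 active means inhibition exceeding the mean over every tested compound plus 3 SD, cut at about 30% in these data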;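 further: 0% = plate median of compound wells and 100% = S159A mutant with DMSO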
Target sequence (Q8VD66 whole entry, looked up): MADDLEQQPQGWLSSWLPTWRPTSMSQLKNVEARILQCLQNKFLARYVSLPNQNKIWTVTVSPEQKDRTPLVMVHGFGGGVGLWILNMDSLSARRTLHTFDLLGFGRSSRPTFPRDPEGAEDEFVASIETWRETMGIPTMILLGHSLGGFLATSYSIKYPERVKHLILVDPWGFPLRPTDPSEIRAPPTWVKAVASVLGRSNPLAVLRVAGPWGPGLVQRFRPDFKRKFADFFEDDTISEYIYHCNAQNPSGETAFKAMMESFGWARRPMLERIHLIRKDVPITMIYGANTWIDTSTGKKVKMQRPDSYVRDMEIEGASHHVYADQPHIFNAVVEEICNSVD
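system = mouse ABHD4 enzyme, wild type | medium = HEPES pH 7.0, NaCl, Pluronic buffer | also added = FP-Rh probe | incubation = Enzyme–compound pre-incubation 45 min, then probe 60 min, both 25 °C | technique = fluorescence polarization, excitation 525 nm, emission 598 nm, BODIPY TMR filters | controls = S159A mutant high control, sample median low control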
TCR CD3 inh = inhibitors of human TCR-CD3 interaction, primary screen, biochemical, fluorescence, TAMRA-labeled TCR probe. T-cell receptor (TCR). hit rate 0.37% among 360,000. inhibition, % at 9.4 µM; in the data active means inhibition above about 19%;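 further: recombinant mutant TCR 2C K166C tagged with TAMRA read by polarization; 0% = receptor in buffer alone and 100% = receptor with positive control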
Active calls of the source: *; . = no result given. The list is partial; rates above refer to the full screens.

item | molecule | rCAG RNA binder | UHRF1 binding | MBD2 inh | PRMT1 inh | GC-A act | SIAE primary | GC-B act | TCR CD3 inh | HTRA1 inhibitor | ABHD4 inh
1 | Cc1ccc(C(=O)NCCN2CCOCC2)cc1C | 4 | 0 | -4 | -1 | 0 | 2 | 1 | 2 | 4 | 5
2 | CCC1=NN2C(=N)/C(=C\c3ccc(OCCOc4ccccc4OC)cc3)C(=O)N=C2S1 | 8 | 1 | 0 | 0 | 4 | -6 | 0 | -3 | -10 | -5
3 | O=C(COC(=O)CCCC1=NS(=O)(=O)c2ccccc2N1)Nc1ccccc1 | 3 | -1 | -3 | 4 | 0 | -5 | 0 | 2 | -2 | 1
4 | CCOP(=O)(OCC)C(NC(=O)Nc1ccc(Cl)cc1)C(=O)N(CC)CC (stereo unspecified) | -8 | 1 | -1 | -2 | 3 | -7 | 2 | 21* | -2 | -3
5 | CC12CCC(=O)C=C1CCC1C3CC(O)C(O)(C(=O)CO)C3(C)CC(O)C12F (stereo unspecified) | 4 | -3 | -1 | -2 | 1 | -1 | 2 | -4 | -2 | -3
6 | COc1ccc(CCNC(=O)C(=O)N2CCCCC2)cc1OC | 1 | 17 | 3 | 0 | 2 | 0 | 5 | 5 | 6 | 6
7 | CC(C)CC(NC(=O)c1ccc(Cl)cc1)C(=O)O (stereo unspecified) | -3 | 0 | 2 | -4 | 0 | -2 | -4 | 3 | 4 | 2
8 | O=C(NCC(=O)N(Cc1ccco1)C(C(=O)NC1CCCCC1)c1cccnc1)c1cccs1 (stereo unspecified) | -6 | 4 | 9 | -2 | -5 | 10 | -3 | -4 | 1 | -8
9 | CC(=O)c1cccc(NC(=S)N2CCN(S(=O)(=O)c3ccccc3)CC2)c1 | 7 | -1 | -4 | 6 | -3 | 0 | -2 | 3 | -5 | -9
10 | O=C1c2ccccc2C(c2nnnn2Cc2ccccc2)N1CCCN1CCOCC1 (stereo unspecified) | 2 | 4 | 2 | -3 | 1 | 2 | 3 | 1 | . | 2
11 | CCn1c2ccc(F)cc2c2nnc(SCCN3CCOCC3)nc21 | -1 | -5 | -7 | 2 | 12 | -2 | 5 | 4 | 0 | 6
12 | COc1ccccc1NC(=O)C(C)Sc1nc2ccccc2c(=O)n1CC1CCCO1 (stereo unspecified) | -5 | -1 | -1 | -4 | -2 | -6 | 1 | 0 | -1 | 0
13 | CC(C)CC1CC(=O)OC1(C)C(=O)CSc1nc2ccccc2s1 (stereo unspecified) | 2 | 0 | 3 | 19 | 2 | 0 | -3 | -4 | -14 | -4
14 | COc1ccccc1N1CCN(C/C(O)=C(\C#N)c2nc(-c3ccccc3)cs2)CC1 | 26 | -1 | -7 | -5 | 0 | 6 | 1 | -4 | -3 | 2
15 | c1ccc(CSc2nnnn2-c2cccc3ccccc23)nc1 | 0 | -3 | 2 | -3 | -1 | -3 | -3 | 5 | 12 | 5
16 | CCOc1cc(C)cc2oc(=O)cc(-c3ccccc3)c12 | 2 | 0 | 3 | 2 | -6 | -7 | -4 | -5 | -42 | -2
17 | CCCCCCCCc1nc(SC(C)C(=O)O)n[nH]1 (stereo unspecified) | 3 | 2 | -1 | 1 | -1 | -2 | -2 | 3 | 1 | 8
18 | COc1ccc(CCNC(=O)c2c(C)noc2C)cc1 | 0 | -3 | 2 | -2 | -1 | -10 | 0 | 7 | 1 | 3
19 | COc1ccccc1Cc1c(-c2ccco2)nc2ccc(Br)cn12 | 26 | 1 | 0 | 31* | -2 | 13 | 8 | 1 | . | 8
20 | CCN(CC)C(=O)COc1ccc2c(c1)C(=O)CC(C)(C)O2 | -3 | -2 | 2 | -5 | 0 | 1 | 1 | 5 | 2 | 0
21 | Cn1c(CN2CCCC2)nc2cc(NC(=O)Nc3ccccc3)ccc21 | 2 | -1 | -4 | 1 | 5 | 3 | 6 | 3 | 0 | -1
22 | Cc1ccc(C(=O)NCCc2c[nH]c3ccccc23)s1 | 1 | 0 | 1 | -1 | 1 | 2 | 3 | 2 | 3 | 3
23 | O=C(NC(=S)Nc1cccc(F)c1)c1cccc([N+](=O)[O-])c1 | 1 | 0 | 0 | 2 | -1 | 2 | -9 | -4 | -21 | 4
24 | O=[N+]([O-])c1cccc(S(=O)(=O)N2CCc3ccccc3C2)c1 | -1 | -3 | -4 | -1 | 3 | -3 | -3 | 7 | 4 | -7
25 | CC(CNC(=O)CN1C(=O)NC2(CCOc3ccccc32)C1=O)c1ccccc1 (stereo unspecified) | 0 | -1 | -8 | 3 | 0 | 82* | 4 | 5 | -3 | 6
26 | COC(=O)c1ccccc1NS(=O)(=O)c1ccc2[nH]c(=O)[nH]c2c1 | 2 | 1 | 4 | 0 | -3 | 1 | -4 | -4 | 2 | 11
27 | COC(=O)N1CC(c2ccccc2)CC1=O (stereo unspecified) | -3 | 4 | -3 | -1 | 5 | 0 | 4 | 8 | 2 | 1
28 | c1ccc2sc(N3CCN(Cc4nnnn4CC4CCCO4)CC3)nc2c1 (stereo unspecified) | -3 | 4 | -3 | -2 | -4 | 2 | -5 | 0 | -8 | 4
29 | O=C(Cn1cc(C(F)(F)F)ccc1=O)Nc1ccccc1 | 3 | 10 | 0 | 6 | 1 | 1 | 4 | -9 | 3 | 6
30 | CCOc1ccccc1NC(=O)/C(C#N)=C/c1c(C)nn(-c2ccc(F)cc2)c1Cl | 1 | 16 | 6 | 1 | -8 | 0 | -6 | -1 | -3 | -1
31 | O=C(CCN1C(=O)COc2ccccc21)NCCCN1CCN(c2ccccc2F)CC1 | -8 | -3 | 3 | -2 | 0 | 6 | 5 | -2 | 3 | 9
32 | COc1ccc(C(=O)N2CCC(C(=O)NC3CC3)CC2)cc1 | -1 | 0 | 0 | 3 | 0 | -5 | 0 | 0 | 1 | -3
33 | CCN(CC)S(=O)(=O)c1cc(C(=O)Nc2cccnc2)ccc1Cl | -2 | 1 | 3 | 0 | 2 | 1 | 1 | -6 | -5 | -1
34 | CCOC(=O)CCSCC(=O)Nc1cc(C)on1 | 7 | 7 | 0 | 12 | 4 | -3 | 2 | 2 | 11 | -8
35 | COc1ccc(C2=NOC(C(=O)NCCCn3ccnc3)C2)cc1 (stereo unspecified) | -4 | -3 | -5 | -2 | -2 | 13 | -2 | 1 | 8 | -22
36 | NC(=O)C1(N2CCCCC2)CCN(C(=O)NC23CC4CC(CC(C4)C2)C3)CC1 | -4 | 1 | 1 | -2 | 3 | 0 | 2 | -3 | 6 | 3
37 | O=C(NC1CCN(C(=O)Nc2ccc(F)cc2)CC1)c1ccc(F)cc1 | 1 | 1 | -2 | -3 | 0 | -5 | 3 | -3 | 1 | 4
38 | Cc1ccc(C)c(C(=O)COC(=O)c2cc([N+](=O)[O-])ccc2N2CCOCC2)c1 | 0 | 0 | -1 | 0 | -2 | 2 | -1 | 3 | -5 | 2
39 | O=C1C(=Cc2ccccc2O)SC(=S)N1CCCN1CCOCC1 | 6 | -1 | 2 | 68* | 2 | 5 | 0 | 1 | 3 | 4
40 | CC(=O)c1cccc(NC(=O)C(C)N2CCc3ccccc3C2)c1 (stereo unspecified) | -3 | -2 | -4 | -5 | 0 | 3 | -5 | 0 | 4 | 0
41 | CC(NC(=O)c1ccc(Cl)c(Cl)c1)c1ccc(-c2ccccc2)cc1 (stereo unspecified) | 2 | 1 | 0 | -2 | 3 | 3 | -3 | 5 | -5 | 0
42 | COc1ccc2cc(-c3ccccc3F)ncc2c1 | -1 | 2 | 1 | 0 | 1 | -15 | 3 | -2 | -25 | -2
43 | Cc1nn(Cc2ccccc2)c(C)c1NC(=O)c1cccs1 | -3 | 1 | 3 | -3 | -3 | -2 | 3 | 2 | -1 | 1
44 | CCOc1ccc(NC(=O)CC(NC(C)=O)c2ccccc2)cc1S(=O)(=O)N1CCCC1 (stereo unspecified) | 0 | 6 | -5 | -3 | 4 | 1 | 2 | 0 | 3 | -4
45 | COc1ccccc1C1/C(=C(\O)c2ccc3c(c2)OCCO3)C(=O)C(=O)N1Cc1cccnc1 (stereo unspecified) | 2 | -5 | 5 | 7 | 12 | 0 | 2 | -2 | -2 | 11
46 | O=C(NC1CCCCC1)c1ccc(-c2ccccc2[N+](=O)[O-])o1 | -2 | -2 | -5 | -4 | -2 | 0 | 3 | 0 | -7 | 0
47 | CC(C)N(C(=O)c1ccc(-c2ccccc2F)cc1)C(C)C | -7 | -1 | 2 | -2 | 1 | -5 | 1 | -5 | . | 0
48 | c1ccc2c(c1)nc1n2CCS1 | -3 | 3 | 2 | 0 | 0 | -3 | 2 | -7 | 5 | 2
49 | Cc1cccc(-n2[nH]c3c4c(ccc3c2=O)C(=O)c2ccccc2C4=O)c1 | 5 | -4 | 4 | -2 | 2 | 2 | -7 | -4 | 2 | 0
50 | Cc1cc2c(cc1S(=O)(=O)NCc1ccccc1)NC(=O)CO2 | -5 | 2 | 2 | 4 | 1 | 3 | 1 | -3 | 6 | 4

Three consecutive records out of the list so far, quoted:
item | molecule | rCAG RNA binder | UHRF1 binding | MBD2 inh | PRMT1 inh | GC-A act | SIAE primary | GC-B act | TCR CD3 inh | HTRA1 inhibitor | ABHD4 inh
27 | COC(=O)N1CC(c2ccccc2)CC1=O (stereo unspecified) | -3 | 4 | -3 | -1 | 5 | 0 | 4 | 8 | 2 | 1
28 | c1ccc2sc(N3CCN(Cc4nnnn4CC4CCCO4)CC3)nc2c1 (stereo unspecified) | -3 | 4 | -3 | -2 | -4 | 2 | -5 | 0 | -8 | 4
29 | O=C(Cn1cc(C(F)(F)F)ccc1=O)Nc1ccccc1 | 3 | 10 | 0 | 6 | 1 | 1 | 4 | -9 | 3 | 6

(list continues)
item | molecule | rCAG RNA binder | UHRF1 binding | MBD2 inh | PRMT1 inh | GC-A act | SIAE primary | GC-B act | TCR CD3 inh | HTRA1 inhibitor | ABHD4 inh
51 | COc1ccc(C(=O)N2CCOC23CCN(c2ncccn2)CC3)cc1 | -2 | 3 | 3 | 1 | -1 | 3 | -1 | 0 | -1 | 10
52 | O=C1C(=O)N(CCN2CCOCC2)C(c2ccccn2)/C1=C(/O)c1ccccc1 (stereo unspecified) | 2 | 3 | -2 | 5 | 1 | 6 | -4 | 5 | 7 | 6
53 | CNc1nc2c(c(=O)[nH]c(=O)n2C)n1CCCc1ccccc1 | -1 | 0 | 6 | -2 | -2 | 10 | 2 | -11 | 7 | -6
54 | Cc1cc(C)n2nc(SCC(=O)NC3CCCCC3C)nc2n1 (stereo unspecified) | -3 | 0 | 2 | -5 | 3 | -3 | 2 | 15 | 7 | -3
55 | Cc1ccc(S(=O)(=O)/N=C(\N)c2ccc(Cl)cc2)cc1 | 0 | -3 | -8 | 1 | 1 | -8 | 6 | 8 | -6 | 3
56 | CCn1nc(C(=O)Nc2ccc(Cl)c(S(=O)(=O)N3CCOCC3)c2)c2ccccc2c1=O | -2 | 1 | -7 | 1 | 1 | -2 | 6 | -5 | -5 | 2
